mcGAS MS inh: inhibitors of mouse cGAS | 0.18% of 130,000 active | inhibition, % at 12.5 µM | recombinant mouse cGAS, cGAMP by RapidFire MS | Q8C6L5;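 active = inhibition of cGAS enzyme activity at or above 60%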;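 also: enzyme stimulated by 45 bp dsDNA with ATP and GTP substrates; cGAMP share of summed cGAMP plus half ATP and half GTP signals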
Target sequence (Q8C6L5 whole entry, looked up): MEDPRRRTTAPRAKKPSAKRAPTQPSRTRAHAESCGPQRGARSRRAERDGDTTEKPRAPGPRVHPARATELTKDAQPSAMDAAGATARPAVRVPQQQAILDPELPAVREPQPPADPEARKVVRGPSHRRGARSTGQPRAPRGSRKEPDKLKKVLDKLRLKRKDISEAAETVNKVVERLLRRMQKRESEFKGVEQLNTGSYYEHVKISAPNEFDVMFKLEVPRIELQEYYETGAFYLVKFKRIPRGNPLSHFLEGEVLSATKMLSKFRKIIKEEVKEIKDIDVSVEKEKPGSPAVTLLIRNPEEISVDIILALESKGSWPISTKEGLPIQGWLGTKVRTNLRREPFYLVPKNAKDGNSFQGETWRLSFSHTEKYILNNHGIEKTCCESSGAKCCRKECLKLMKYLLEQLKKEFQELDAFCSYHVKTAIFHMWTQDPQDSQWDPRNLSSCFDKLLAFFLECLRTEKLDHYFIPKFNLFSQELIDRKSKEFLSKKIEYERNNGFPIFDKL
* hit, by the source's call; & = joins results of further samples. Only part of the results is shown; rates above refer to the full screens.

SMILES	mcGAS MS inh
c1cn2c(NC3CCCCC3)c(-c3ccsc3)nc2cn1	4.4
CN1CCC(Cn2ccnc2-c2cnc(NCc3ccccc3)nc2)C1 (stereo unspecified)	-7.7
CC(C)N1CCC(C(=O)NCC2(c3ccc(F)cc3)CCOC2)CC1 (stereo unspecified)	-4.2
COc1ccc(NCc2nn3cc(-c4ccc(OC)c(OC)c4)c4c3n2CCCC4)cc1	-4.9
COc1c(-c2ccccc2)sc2nc(C)cc(C)[n+]12	1.4
C=C(C)COc1ccccc1C(=O)N1CCCOCC1	-22.6
COc1ccc(-c2noc(CN3CCCCC3c3cccnc3)n2)c(OC)c1OC (stereo unspecified)	-8.3
CCOC(=O)N1CCN(c2cc(=O)n(-c3ccc(C)cc3)c(=O)[nH]2)CC1	7.7
CC12CCC(C(=O)N3CCCC3)(OC1=O)C2(C)C (stereo unspecified)	-5.4
CCS(=O)(=O)Nc1ccc(NC(=O)CCc2cccc(Cl)c2)cc1OC	-8.2
CS(=O)(=O)NCCOc1cc(N2CCCC2)ncn1	-1.5
Cc1noc(C)c1CN(C)Cc1cnc(N2CCOCC2)nc1	-8.3
O=C(C=CN1CCC(CCCC2CCN(C=CC(=O)C(F)(F)F)CC2)CC1)C(F)(F)F	-6.3
CCn1ccnc1CNC(=O)CCSc1ccc2c(c1)OCCO2	-12.1
CCc1cc(CNC(=O)Cn2nnnc2CN2CCC(C)CC2)on1	1.8
CC1=NC(C(F)(F)F)(C(F)(F)F)N=C2C=CC(Br)=CN12	-6.5
Cn1cc(CN2CCCC(C(N)=O)C2)c(-c2ccc(Oc3ccccc3)cc2)n1 (stereo unspecified)	-1.1
CCc1csc(CCNC(=O)C(c2cccc(C)c2)N(C)C)n1 (stereo unspecified)	-8.8
CN(Cc1ccccc1Cl)Cc1cnc(S(C)(=O)=O)n1CC1CCCO1 (stereo unspecified)	7.8
CCOc1ccc(-c2cnc(-c3cnc(CC)nc3)[nH]2)cc1	-15.2
O=C(N1CCOCC1)N1CCN(c2nccc(CCC(F)(F)F)n2)CC1	-17.1
O=C(CC1CCCC1)N1CCC(Oc2cccc(C(=O)N3CCOCC3)c2)CC1	-7.4
C=C(Br)CNC(=O)Nc1ccc(NC(=O)C(C)C)cc1	-9.5
Cc1cccc(OCC(=O)NC(c2ccccc2)c2nccn2C)c1 (stereo unspecified)	-19.6
O=C1CCN(c2ncnc3sccc23)CCN1	-2.0
The list goes on.
SMILES	mcGAS MS inh
O=C(NCc1ccco1)NCc1cccnc1Oc1cccc(C(F)(F)F)c1	-11.7
COc1cc(Br)cc2cc(C(=O)NNC(=O)c3ccncc3)c(=O)oc12	7.2
Cc1ccc(C2=N/C(=C\C(Cl)=C\c3ccccc3)C(=O)O2)cc1C	7.8
CCCCC1C=CCN1S(=O)(=O)NCc1ccccc1 (stereo unspecified)	-13.6
Cc1ccsc1CN(CC(C)C)C(=O)C1CCN(Cc2cccn2C)CC1	-16.7
Cc1nonc1NC(=O)c1cccc(Br)c1C	-1.6
Cc1cc(C)n2cc(CSc3nnc(SCc4cn5c(C)cc(C)nc5n4)s3)nc2n1	-4.8
Cc1cc(C)nc(-n2nccc2N)n1	12.6
Cc1cc(-c2ccccc2C(F)(F)F)nc(N)n1	-4.6
CCc1nnc(NC(=O)CCN2C(=O)c3ccccc3C2=O)s1	0.5
C=CCNS(=O)(=O)c1cccc(C(=O)N(C)CCCC)c1	-3.4
C=C(C)COc1ccccc1CN1[C@@H]2CC[C@H]1CNC(=O)C2	-36.4
CN(CCNC1CCN(Cc2ccccc2)CC1)S(C)(=O)=O	-37.4
Cc1[nH]c(/C=C2\C(=O)Nc3ccc(S(=O)(=O)Cc4c(Cl)cccc4Cl)cc32)c(C)c1C(=O)N1CCC[C@@H]1CN1CCCC1	4.5
Cn1c(C2C(=N)N(c3ccccc3)CC2=O)[n+](C)c2ccccc21 (stereo unspecified)	-9.7
COc1cc(OC)c(OC)cc1CNS(=O)(=O)c1ccc2c(c1)OCCCO2	-8.3
CNC(=O)OCc1cccc(COC(=O)NC)n1	-0.7
COc1ccc2cc(C(=O)NCC3(O)CCCNCC3)n(C)c2c1 (stereo unspecified)	-12.7
C=C(C)CSc1nnc2c3sc4nc(N5CCOCC5)c5c(c4c3ncn12)CC(C)(C)OC5	8.6
CN(C)C(=O)CCCC(=O)NC1c2ccccc2Oc2ccccc21	-15.9
Cc1sc2nc(NCC(C)O)n3nc(-c4ccccc4)nc3c2c1C (stereo unspecified)	2.8
O=C(NCc1ccsc1-n1cccc1)c1cccc(F)c1	-9.6
OC(COc1ccc2cc(Br)ccc2c1)Cn1ccnc1 (stereo unspecified)	-27.2
COc1cc(-c2nnc(SCCc3ccccc3)o2)cc(OC)c1OC	11.1
CC(C)c1cc(C(=O)NN2C(=O)C3CCCCC3C2=O)cs1 (stereo unspecified)	-1.5
Following part:
SMILES	mcGAS MS inh
CCOC(=O)CS(=O)(=O)C(C)CC (stereo unspecified)	-3.2
Cc1nc(Cl)cc(N(C)CC2CCC2)n1	-16.3
Cc1cccc(NC(=O)CSc2nc3c(c(=O)n2Cc2ccccc2)SC(C)C3)c1 (stereo unspecified)	-9.1
Cc1cnc(CN(C)C(=O)CC(c2ccccc2)c2ccc3c(c2)OCO3)[nH]1 (stereo unspecified)	-8.9
CCOC(=O)c1c(NC(=O)C2CC2)sc(C(=O)NC2CCCC2)c1C	-25.6
C/C(=N\NC(=O)c1cc(-c2cccc([N+](=O)[O-])c2)n[nH]1)c1cccc(O)c1	5.4
O=c1c2ccccc2oc2nc(-c3ccc(F)cc3)n(-c3ccccc3)c(=O)c12	-8.5
C=CCOC(=O)C1=C(C)NC2=C(C(=O)CCC2)C1c1ccc(OCCC)c(OC)c1 (stereo unspecified)	-4.9
CC(C)(C)C(=O)N1CCOc2ccc(Nc3ccc(C#N)cn3)cc21	5.9&11.8
CC(=O)c1c(C)[nH]c(C(=O)C(C)n2nc(C(=O)O)c3ccccc3c2=O)c1C (stereo unspecified)	-4.4
CCCc1c(C(=O)O)cnn1CCO	-2.6
Brc1ccc(-c2cn3c(n2)SCC3)cc1	-1.0
COCCn1c(C)cc(C(=O)COC(=O)c2ccc(Br)o2)c1C	-8.0
c1ccc(NN=C2CCCCCCC2)nc1	0.4
Cc1ccc(C(C2Sc3nc(C)nn3C2=O)N2CCc3ccccc3C2)cc1 (stereo unspecified)	-6.7
CCN(CC)C(CNc1nnc(-c2ccccc2)nn1)c1ccccc1Cl (stereo unspecified)	-0.7
O=S(=O)(Nc1cc(C(F)(F)F)ccc1NC1CCCCC1)c1ccccc1	-2.5
COc1ccc(C)cc1CSc1nncs1	-14.0
Cc1[nH]c2ccccc2c1C1CC(=O)N(c2ccccc2)C1=O (stereo unspecified)	-9.3
COCCn1c(C)cc(C(=O)COC(=O)Cn2nc(C)c([N+](=O)[O-])c2C)c1C	-0.1
Cc1nc(CC(=O)NC(C)c2cn3ccsc3n2)cs1 (stereo unspecified)	-13.1
CCN(CC)CCN(c1ccc2c(c1)OCCO2)S(=O)(=O)c1ccc(C)cc1	-4.3
COc1ccccc1OCC1CN(C(=O)c2c(F)cccc2Cl)CCO1 (stereo unspecified)	-2.5
COc1cc(OC)c(Nc2nc3ccc(Cl)cc3n3cnnc23)cc1Cl	-6.8
CCCc1nc2oc3cc(OC)ccc3c(=O)c2c(=O)n1Cc1ccc(OC)cc1	-11.9

Arranged by value in mcGAS MS inh (ascending): some entries from above
SMILES,mcGAS MS inh
CCn1ccnc1CNC(=O)CCSc1ccc2c(c1)OCCO2,-12.1
Cc1cnc(CN(C)C(=O)CC(c2ccccc2)c2ccc3c(c2)OCO3)[nH]1 (stereo unspecified),-8.9
COc1ccc(NCc2nn3cc(-c4ccc(OC)c(OC)c4)c4c3n2CCCC4)cc1,-4.9
O=S(=O)(Nc1cc(C(F)(F)F)ccc1NC1CCCCC1)c1ccccc1,-2.5
COc1cc(Br)cc2cc(C(=O)NNC(=O)c3ccncc3)c(=O)oc12,7.2

Later entries.
SMILES	mcGAS MS inh
CC1(C(=O)Nc2cccc(NS(C)(=O)=O)c2)CCN1Cc1ccc(-c2ccccc2)o1 (stereo unspecified)	-9.5
COc1ccc(S(=O)(=O)N2CCSCC2S(C)(=O)=O)cc1Br (stereo unspecified)	2.1
CC(=O)N1CCCC1C1CCCN1CC(O)CN1CCC(C)CC1 (stereo unspecified)	2.0
CC(C)C(C)NC(=O)c1ccc(N2CCCS2(=O)=O)cc1 (stereo unspecified)	-12.3
CN1CCN(S(=O)(=O)c2ccc(Br)s2)CC1	16.1
O=C(Cn1ncc(=O)c2ccccc21)N(c1ccc2c(c1)OCO2)C1CCCCC1	-2.0
CSc1ncccc1C(=O)N(Cc1ccccn1)CC(C)C	-3.1
O=C(CCSc1ccc2c(c1)OCCO2)N1CCOC2(CCCC2)C1	-7.3
Cc1cc(NC(=O)N2CCC(CO)CC2)ccc1OCC(F)(F)F	-0.1
O=C(NCc1ccco1)C(=O)NC1CCCC1	-6.2
Cc1noc(C)c1C1CCCN1C(=O)c1ccc(-c2nnn(C)n2)cc1 (stereo unspecified)	-13.2
Cc1noc(C)c1C(=O)N1CCCC(Nc2ccc(C(C)C)cc2)C1 (stereo unspecified)	-0.2
CCOC(=O)c1nn(-c2ccccc2)c(=O)cc1OCc1ccc(C)cc1	-8.4
Cc1nc(NCCNC(=O)Nc2ccc(C)c(F)c2)cc(N2CCOCC2)n1	-0.3
CCN(CC)C(=O)C(C)O/N=C\c1ccccc1O (stereo unspecified)	-0.5
CCNC(=O)c1ccccc1OCc1cccc(Br)c1	-8.7
Oc1ccc(CN2CCCn3cccc3C2c2cc(F)c(F)cc2F)cc1 (stereo unspecified)	-2.0
Nc1nc(N2CCOCC2)cc(N2CCN(C/C=C/c3ccccc3)CC2)n1	-4.5
COc1ccc2c(c1)CCCN2C(=O)COC(=O)c1cc(=O)c2c(C)nn(C)c2[nH]1	-3.4
CC1CCCCN1S(=O)(=O)NC1(C)CCS(=O)(=O)C1 (stereo unspecified)	0.1
CCOc1ccsc1C(=O)N1CCc2c(cccc2C(=O)OC)C1	0.9
Cc1nn(CC(=O)N2CCC(C)CC2)c(C)c1S(=O)(=O)NC(C)(C)C	-35.7
Cc1cc(C)c(C(=O)N(Cc2ccccc2)C[C@@H]2CCC[C@@H]2O)c(=O)[nH]1	-8.3
Cc1[nH]ncc1CNC(=O)Cc1ccccc1Br	-5.8
CC1(C)NC(C)(C)/C(=N\O)C(=NO)/C1=N\O	0.3
Further compounds
SMILES	mcGAS MS inh
Cc1ccccc1CN(C)Cn1[nH]c(-c2cccs2)nc1=S	-0.6
Cc1cc(C)nc(SCc2ccc(C(=O)N3CCCC3c3ccccn3)o2)n1 (stereo unspecified)	-11.0
O=C(Cn1ccccc1=O)NNS(=O)(=O)c1ccc2ccccc2c1	-6.1
CC(=O)CSc1nnc(C2CC(c3ccc(Cl)cc3)=NNC2=O)n1-c1ccccc1 (stereo unspecified)	-2.9
CCOC(=O)CC1COCCN1C(=O)c1cn(Cc2ccc(F)cc2Cl)nn1 (stereo unspecified)	-0.5
CCCCOC(=O)c1ccc(NC(=O)CC2CSc3nc4[nH]ncc4c(=O)n32)cc1 (stereo unspecified)	-3.9
C/C(=N/N=C1\NC(=O)C(CC(=O)Nc2cccc3ccccc23)S1)C(C)C (stereo unspecified)	-40.4
COc1ccc(C2=CCN(C(=O)C3CSC4(C)CCC(=O)N34)CC2)cc1 (stereo unspecified)	-1.7
CCc1nc(C)c(C(C)OC(=O)CN2CCCCCCC2=O)s1 (stereo unspecified)	-4.6
CC12CN3CC(C)(CN(C1)C3C(O)C(O)C(O)CO)C2 (stereo unspecified)	10.9
CN(CC(=O)Nc1ccccc1Br)C(=O)CCn1c(=O)oc2ccccc21	-6.7
CCOc1ccc(C2c3cccn3CCN2C(=O)Nc2cccs2)cc1 (stereo unspecified)	2.5
COc1ccc(C(=O)CCC(=O)N2C[C@H]3C[C@H](O)[C@@H](O)C[C@H]3C2)cc1	-23.3
O=C(NCC1CCC2(CC1)OCCO2)c1ccc(Cl)cc1F	-6.2
O=C(Cc1ccc(F)c(Br)c1)Nc1n[nH]c(-c2ccccn2)n1	4.6
Cc1noc(C)c1S(=O)(=O)Oc1ccccc1C(N)=O	-10.5
Cc1ccccc1CNC(=O)Nc1cccc(C(=O)N(C)C)n1	3.6
NC(=O)c1ccc(N2CCN(Cc3ccc4ccccc4n3)CC2)nc1	-8.2
CC(NC(=O)CCNS(=O)(=O)c1cccs1)c1ccncc1 (stereo unspecified)	1.0
COc1cccc(NC(=O)CCC2CCN(C(=O)Cc3nonc3C)CC2)c1	1.2&1.6
CO[C@H]1CN(C(=O)c2cccc3c2OCC3)CC[C@H]1N	-7.4
Cc1ccc(C)c(C=c2sc(=CC(=O)C(C)(C)C)[nH]c2=O)c1	-3.8
Clc1cc(Br)ccc1Oc1ncnc2sccc12	-6.5
CCCC(=O)N1CCC1(C)C(=O)NS(=O)(=O)c1ccc(C)cc1OC (stereo unspecified)	2.8
N#Cc1cccc(/C=C/C(=O)N(CCC(N)=O)Cc2ccccc2)c1	-8.2

Among those listed so far, these have a cyano group.
SMILES	mcGAS MS inh
CC(C)(C)C(=O)N1CCOc2ccc(Nc3ccc(C#N)cn3)cc21	5.9&11.8
N#Cc1cccc(/C=C/C(=O)N(CCC(N)=O)Cc2ccccc2)c1	-8.2

(list continues)
SMILES	mcGAS MS inh
Cn1c(SCc2nc(-c3cccs3)no2)nnc1-c1ccco1	-5.6
O=C(O)C=CC(=O)NNC(=S)NCc1ccco1	1.1
CCc1noc(CN(CC)C(=O)C(c2cccc(C)c2)N(C)C)n1 (stereo unspecified)	-11.4
CC(C)c1cc(N2CCCC3(CC2)CNC(=O)O3)nc(C(F)(F)F)n1 (stereo unspecified)	3.0
CC1=C(C(=O)OC2CCCC2C)C(c2ccc(C)cc2)NC(=O)N1 (stereo unspecified)	-1.1
O=C1c2ccccc2C(=O)N1CCCCN(C(=O)c1cccs1)c1ccc(F)cc1F	-8.0
Cc1[nH]c2ccc(CNC(=O)c3cnc(CN4CCCC4)s3)cc2c1C	-17.4

Five structures out of the list, sorted by SMILES length, low to high.
SMILES	mcGAS MS inh
Cn1c(SCc2nc(-c3cccs3)no2)nnc1-c1ccco1	-5.6
CC1=C(C(=O)OC2CCCC2C)C(c2ccc(C)cc2)NC(=O)N1 (stereo unspecified)	-1.1
Cc1[nH]c2ccc(CNC(=O)c3cnc(CN4CCCC4)s3)cc2c1C	-17.4
CC(C)c1cc(N2CCCC3(CC2)CNC(=O)O3)nc(C(F)(F)F)n1 (stereo unspecified)	3.0
O=C1c2ccccc2C(=O)N1CCCCN(C(=O)c1cccs1)c1ccc(F)cc1F	-8.0
